Screens from PubChem BioAssay.
LGR2 antag = inhibitors of bursicon-induced LGR2 CRE-luciferase signal, primary screen, cell-based, HEK293, CRE-luciferase reporter, bursicon stimulation | Drosophila bursicon receptor LGR2 (rickets) | bursicon-stimulated, 4 h | inhibition, % at 9.99 µM | actives 0.35% (n = 380,000);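 active = drop in luminescence signal, shown as inhibition above about 50% in the replicate tests, limit read from the data, passing the limit was not always enough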;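 also: agonist challenge used bursicon conditioned medium at about half maximal strength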
EWS-Fli block = EWS/Fli-driven NR0B1 reporter inhibitors, primary screen, A673 cells, NR0B1 luciferase, luminescence, MLPCN library; inhibition, % at 12.6 µM; actives 0.67% (n = 350,000); viability-normalised;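 active = mean inhibition of at least 50% after viability correction, with every replicate also passing that limit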;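 also: firefly luciferase signal divided by Alamar Blue viability fluorescence both relative to DMSO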
PGC1a acetyl inh = inhibitors of PGC1a acetylation signal, primary screen, cell-based, U2OS, AlphaScreen, inhibitor mode | inhibition, % at 15.6 µM | AlphaScreen anti-acetyl-lysine; with virally co-expressed GCN5 acetyltransferase | actives 0.17% (n = 350,000);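 active = every replicate shows inhibition of at least 40%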;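 also: 0% = neutral control wells and 100% = positive control wells; some results beyond the cut were filed as inactive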
S100A4 MyoIIA = inhibitors of S100A4-myosin IIA peptide binding, primary screen, biochemical, fluorescence polarization, TAMRA-MyoIIA peptide; inhibition, % at 10.7 µM; actives 0.14% (n = 360,000); AID 652163, 2013; Protein S100-A4 (Homo sapiens), P26447;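 active = mean inhibition of at least 70% across replicates, with every replicate also reaching that level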
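Material: S100A4 monomer protein | Medium: HEPES pH 7.2 with CaCl2, KCl, NaCl, DTT, Triton | Reagent: Labelled myosin peptide probe, 5 nM | Doses: One dose per compound | Times: 5 min incubation before reading | Benchmarks: Neutral control DMSO, positive control TFP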
PAX8 reporter = inhibitors of PAX8-driven TPO luciferase reporter, primary screen, RMG-I cells, single concentration; actives 1.2% (n = 360,000); SteadyGlo, 24 h; inhibition, % at 12.6 µM;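 active = mean replicate inhibition at least 60% with every replicate also reaching 60%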;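 also: luciferase light reporting Pax8 driven TPO promoter activity; plate controls were median of neutral control wells for no effect and mitoxantrone controls for full effect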
FN deposition inh = inhibitors of fibronectin matrix deposition, primary screen, AH1F cells, Alexa488-fibronectin fluorescence, plate reader | AH1F fibroblasts, overnight | inhibition, % at 12.6 µM | actives 0.086% (n = 350,000);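 active = mean inhibition across replicates of 30% or more, regardless of how many single replicates reach that level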;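 also: positive control wells lacked labelled fibronectin entirely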
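Material – AH1F fibroblast monolayer, labelled fibronectin deposition · Reagent – labelled fibronectin 24 nM · Timing – 1 h adhesion, overnight exposure · Measured by – fluorescence at 485 nm excitation, 525 nm emission · Read-out – inhibition of fibronectin deposition signal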
ERAP1 inh = human ERAP1 aminopeptidase inhibitors, primary screen, biochemical, single point, plate reader | recombinant ERAP1, Leu-AMC fluorescence, 60 min | inhibition, % at 10.7 µM | actives 0.15% (n = 340,000) | AID 652197, 2013;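 active = mean replicate inhibition of at least 30%, or all replicates individually reaching that 30% level; inactive = mean below 30% and not every replicate reaching it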;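 also: 0% = neutral control wells and 100% = L-leucinethiol positive control wells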
Target sequence (Q9NZ08 whole entry, looked up): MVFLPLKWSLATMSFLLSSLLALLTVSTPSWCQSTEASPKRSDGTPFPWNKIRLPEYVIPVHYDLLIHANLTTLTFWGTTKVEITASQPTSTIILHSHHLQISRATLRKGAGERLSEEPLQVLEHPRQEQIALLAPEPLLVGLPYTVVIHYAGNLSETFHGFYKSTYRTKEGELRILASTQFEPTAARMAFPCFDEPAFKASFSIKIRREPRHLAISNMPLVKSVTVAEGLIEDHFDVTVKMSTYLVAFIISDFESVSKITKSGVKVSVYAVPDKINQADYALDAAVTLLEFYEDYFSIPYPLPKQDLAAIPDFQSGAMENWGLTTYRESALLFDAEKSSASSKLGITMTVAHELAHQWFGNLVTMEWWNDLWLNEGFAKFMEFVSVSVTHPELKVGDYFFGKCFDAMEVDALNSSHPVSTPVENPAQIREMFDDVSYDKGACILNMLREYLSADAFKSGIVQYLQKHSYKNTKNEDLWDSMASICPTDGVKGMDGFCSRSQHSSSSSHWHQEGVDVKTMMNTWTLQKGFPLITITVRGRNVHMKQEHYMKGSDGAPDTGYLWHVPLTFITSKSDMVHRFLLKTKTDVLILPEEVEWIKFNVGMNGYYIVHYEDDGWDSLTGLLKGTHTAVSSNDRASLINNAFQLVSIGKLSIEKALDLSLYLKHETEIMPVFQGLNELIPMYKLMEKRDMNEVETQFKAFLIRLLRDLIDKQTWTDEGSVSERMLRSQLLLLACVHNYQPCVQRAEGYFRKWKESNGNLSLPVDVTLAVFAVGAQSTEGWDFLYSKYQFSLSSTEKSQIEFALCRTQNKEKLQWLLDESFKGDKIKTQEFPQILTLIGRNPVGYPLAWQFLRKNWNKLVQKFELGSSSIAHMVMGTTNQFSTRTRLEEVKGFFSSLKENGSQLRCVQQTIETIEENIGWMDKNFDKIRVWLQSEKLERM
PglD inh = C. jejuni PglD acetyltransferase inhibitors, primary screen, biochemical, DTNB colorimetric, single point; purified PglD enzyme, DTNB colorimetric CoA detection; inhibition, % at 12.5 µM; actives 0.098% (n = 360,000); AID 602405, 2012; in the data active = inhibition above about 16%, passing the limit was not always enough; also: strong numbers were not always called active
Active calls of the source: *; nt = no result given. Rows are unselected. About 2.1% of those tested had a hit in this group.

Each structure is followed by: LGR2 antag	EWS-Fli block	PGC1a acetyl inh	S100A4 MyoIIA	PAX8 reporter	FN deposition inh	ERAP1 inh	PglD inh
(1) COc1ccc(-n2c(Cc3cccn3C)nnc2SCC(=O)Nc2nccs2)cc1
    -15	6	-6	0	0	-27	1	6
(2) O=C(CC12CC3CC(CC(Br)(C3)C1)C2)NC1=NCCS1
    8	-7	6	18	-7	-4	-4	-7
(3) C[C@@H]1CN([C@@H](C)CO)C(=O)Cc2cc(NC(=O)C3CCCCC3)ccc2O[C@@H]1CN(C)S(=O)(=O)c1cn(C)cn1
    30	3	-7	-4	-10	nt	2	-2
(4) OCc1nc2ccccc2n1CCOc1ccccc1
    -3	4	9	2	9	-9	nt	nt
(5) CC(=O)Nc1ccccc1NC(=O)c1cc(C)cc(C)c1
    25	7	nt	-4	13	10	3	nt
(6) CNC[C@H]1Oc2c(NC(=O)C3CC3)cccc2C(=O)N([C@@H](C)CO)C[C@@H]1C
    -8	-1	8	11	-2	nt	-2	-3
(7) CCOc1ncccc1C(=O)N1CCN(S(=O)(=O)c2ccc3c(c2)OCCO3)CC1
    1	3	3	-10	-15	-16	1	-1
(8) CCC(=O)N[C@H]1CC[C@H](CC(=O)NCc2ccc(OC)cc2)O[C@@H]1CO
    6	5	11	5	-12	nt	1	4
(9) CCc1cccc(NC(=O)c2cccc(S(=O)(=O)N3CCN(C)CC3)c2)c1
    0	8	-13	0	-4	6	0	-1
(10) CCOC(=O)C1(C)CCCCN1C(=O)c1cccc(Cl)c1 (centres undefined)
    -11	-10	6	-5	-6	-1	2	-1
(11) COc1cc(NC(=O)COC(=O)Cc2ccc(-c3ccccc3)cc2)cc(OC)c1
    nt	-3	nt	1	4	-3	1	nt
(12) Cc1ccc(OCCNS(=O)(=O)c2cccs2)cc1
    nt	nt	11	nt	-23	1	nt	6
(13) O=C(c1cccc(-c2ccccc2F)c1)N1CC[C@@H](N2CCC(O)CC2)[C@H](O)C1
    28	nt	0	-4	10	3	-3	7
(14) O=C(C1CCCC1)N1CC[C@@H]2[C@@H](CO)Nc3ccc(C#Cc4ccc(F)cc4)cc3[C@@H]21
    2	13	17	-23	24	-5	-4	nt
(15) Cc1c(-c2cccc(NC(=O)c3ccco3)c2)nc2ncccn12
    15	-25	8	-3	7	7	-33	nt
(16) Cc1cc(Cc2ccc([N+](=O)[O-])cc2)c(C)cn1
    23	28	-6	0	7	8	1	0
(17) COC(=O)[C@H]1[C@H](CO)[C@H]2Cn3c(ccc(C4=CCCCC4)c3=O)[C@H]2N1C(=O)C1CCC1
    7	1	nt	-2	nt	nt	2	3
(18) CCC(=O)Nc1ccc2c(c1)OC[C@@H](C)N(C(=O)c1cccnc1)C[C@H](C)[C@@H](OC)CN(C)C2=O
    4	-6	3	11	-7	4	-4	1
(19) O=C(CSCc1ccc(Cl)cc1Cl)Nc1nccs1
    -8	-16	-7	-6	-11	7	3	1
(20) Cc1ccc(C(=O)NC2CCCCNC2=O)cc1C (centres undefined)
    25	-47	nt	-7	-77	-1	-2	nt
(21) CSc1ccc(CSCC(=O)N2CCN(S(=O)(=O)c3ccc(C)cc3C)CC2)cc1
    nt	12	-6	2	21	3	1	-5
(22) C[C@@H]1CN([C@H](C)CO)C(=O)c2cc(NS(=O)(=O)c3cn(C)cn3)ccc2O[C@@H](C)CCCCO[C@@H]1CN(C)Cc1ccc(C(=O)O)cc1
    8	0	-4	nt	-18	nt	nt	-5
(23) C[C@H](CO)N1C[C@H](C)[C@H](CN(C)S(=O)(=O)c2ccccc2)Oc2c(NS(=O)(=O)c3ccc(Cl)cc3)cccc2C1=O
    10	-12	-7	-2	19	nt	-3	3
(24) CN1CCN(C(=O)CCN2C(=O)c3ccccc3C2=O)CC1
    -1	-8	nt	-5	-9	-3	2	nt
(25) CCCN(C)C[C@@H]1Oc2cc(C#CC3CC3)ccc2S(=O)(=O)N([C@@H](C)CO)C[C@@H]1C
    4	7	-12	-2	nt	-2	1	3
(26) CCOC(=O)C1(C)CCCN(C(=O)c2cccc(Cl)c2)C1 (centres undefined)
    -11	-6	13	19	-9	-7	-2	0
(27) Cc1cc(-c2ccccc2)nc(N/N=C/c2ccc(N(C)C)cc2)n1
    -11	-4	nt	-4	-25	-5	-1	nt
(28) COc1cccc2c1Oc1ncccc1N(C(=O)CCC(=O)NCc1cccc(C)c1)C2
    -17	nt	7	-4	1	-2	0	-4
(29) COc1cc2c3nnc(-c4ccc(F)cc4)c-3cn(Cc3cccc(C)c3)c2cc1OC
    -8	4	-5	2	21	-11	nt	-1
(30) CCC(=O)NC(C)c1nc2ccccc2n1C (centres undefined)
    nt	nt	-10	nt	-6	-7	nt	6

Gathered by group, the entries above containing an aryl thioether with sulfur outside any ring
Each structure is followed by: LGR2 antag	EWS-Fli block	PGC1a acetyl inh	S100A4 MyoIIA	PAX8 reporter	FN deposition inh	ERAP1 inh	PglD inh
(1) COc1ccc(-n2c(Cc3cccn3C)nnc2SCC(=O)Nc2nccs2)cc1
    -15	6	-6	0	0	-27	1	6
(21) CSc1ccc(CSCC(=O)N2CCN(S(=O)(=O)c3ccc(C)cc3C)CC2)cc1
    nt	12	-6	2	21	3	1	-5

Next part:
Each structure is followed by: LGR2 antag	EWS-Fli block	PGC1a acetyl inh	S100A4 MyoIIA	PAX8 reporter	FN deposition inh	ERAP1 inh	PglD inh
(31) CC(=O)Nc1ccc(NC(=O)c2nc(-c3ccccc3)oc2C)cc1
    10	-2	-1	28	-15	6	-2	nt
(32) COc1ccc(C(=O)N/C(=C\c2cn(S(=O)(=O)N(C)C)c3ccccc23)C(=O)N2CCOCC2)cc1
    1	8	-7	1	25	7	6	0
(33) O=C(Cc1cc(=O)[nH]c(=O)[nH]1)NCc1ccccc1
    9	-5	5	-3	1	-2	-2	nt
(34) COc1ccc(NC(=O)Nc2ccc3c(c2)C(=O)N([C@H](C)CO)C[C@H](C)[C@H](CN(C)S(=O)(=O)c2ccccc2)O3)cc1
    4	14	-9	-6	nt	nt	-1	-2
(35) C[C@@H]1CN([C@@H](C)CO)C(=O)c2cc(NS(=O)(=O)c3ccccc3)ccc2O[C@H]1CN(C)C(=O)Nc1ccc(F)cc1
    -11	nt	4	3	3	nt	0	0
(36) CN(CCO)c1cc(N2CCCCC2)c2nonc2c1[N+](=O)[O-]
    1	7	1	0	-14	-2	9	-6
(37) CSc1cccc(NC(=O)CCCOc2cc(=O)n(C)c3ccccc23)c1
    19	14	nt	-6	-27	0	-3	-1
(38) CO[C@H]1CC[C@H]2CCN(C)C(=O)CCCN(C)C(=O)c3cc(C#N)ccc3OC[C@@H]1O2
    21	3	nt	-3	-4	3	0	1
(39) COc1cc(C=O)c(Cl)cc1OCC(N)=O
    -6	-8	nt	2	4	-11	-6	nt
(40) CC(C)CC#Cc1ccc2c(c1)O[C@H](CN(C)C(=O)Cc1ccncc1)[C@@H](C)CN([C@H](C)CO)S2(=O)=O
    -3	12	5	-31	nt	nt	4	-1
(41) CCCN=C1N(C)C[C@@H]2[C@@H]3C(=O)N(Cc4ccccc4)C(=O)[C@@H]3[C@](Cc3ccccc3)(C(=O)OC)N12
    2	-5	-4	-7	5	-1	4	4
(42) COc1cccc(NC(=O)c2ccc(NS(=O)(=O)c3cccs3)cc2)c1
    -1	-1	-7	1	-10	3	-6	10
(43) O=C(CN1CCN(Cc2ccccc2)CC1)N1CCN(c2ccccc2)CC1
    13	6	2	-2	5	-6	2	nt
(44) O=C(Cc1cccc2ccccc12)N1CC[C@@]2(O)CCCC[C@H]2C1
    nt	-9	nt	0	-17	-4	-1	1
(45) CNc1cc(N2CCN(S(=O)(=O)N(C)C)CC2)ccc1[N+](=O)[O-]
    6	-9	10	-1	19	-19	1	nt
(46) COc1ccc(N2C(=O)C3C(c4ccc(C(=O)O)cc4)NC(Cc4ccccc4)(C(=O)O)C3C2=O)c([N+](=O)[O-])c1 (centres undefined)
    5	0	nt	1	2	12	10	nt
(47) COc1ccc(NC(=O)c2ccc(NCC3CCCO3)c([N+](=O)[O-])c2)cc1 (centres undefined)
    -54	-26	-21	-2	-26	3	-8	nt
(48) Cc1ccc(-n2nnnc2SCC(=O)Nc2ccc(N3CCN(C)CC3)cc2)c(C)c1
    6	nt	-10	3	-1	0	0	-8
(49) C[C@H]1CN([C@@H](C)CO)S(=O)(=O)c2ccc(C3=CCCC3)cc2O[C@H]1CN(C)C(=O)c1cnccn1
    -25	3	-12	0	-7	1	4	2
(50) CCOC(=O)N1CCC(Nc2c(NCCCN(C)Cc3ccccc3)c(=O)c2=O)CC1
    5	1	-8	-3	-2	3	-4	8
(51) Cc1ccc(NC(=O)C2CC(=O)N(C(C)c3ccccc3)C2)cc1 (centres undefined)
    -23	2	4	1	-2	-1	1	4
(52) O=C(Nc1ccc(Cl)cc1Cl)NC1CCN(S(=O)(=O)c2ccc(F)cc2)CC1
    -3	-138	-13	-3	28	-5	-6	-4
(53) CCNC(=S)N1CCN(S(=O)(=O)c2ccc(C)c(C)c2)CC1
    14	12	nt	1	-2	1	-1	nt
(54) Cc1nn(C)c(Cl)c1C(N)=O
    nt	5	-5	2	19	2	1	0
(55) Cc1noc(C)c1NC(=O)Nc1cccc2c1O[C@@H](CN(C)CC1CCCCC1)[C@H](C)CN([C@H](C)CO)C2=O
    -11	6	3	23	-3	nt	-2	5
(56) COc1cc2c(cc1OC)C(C)N(S(=O)(=O)c1ccc(Cl)nc1)CC2 (centres undefined)
    19	2	-7	6	9	-15	1	3
(57) CCc1ccc(NC(=O)C2CCCN(S(C)(=O)=O)C2)cc1 (centres undefined)
    -16	-2	-1	-6	-6	9	0	nt
(58) Cc1ccc2c(c1)N(Cc1ccncc1)C(=O)C(C)O2 (centres undefined)
    26	nt	4	0	nt	nt	5	6
(59) CC(=C1C(=O)c2ccccc2C1=O)N1CCc2ccccc2C1
    -25	6	4	-8	nt	nt	1	1
(60) CCOC(=O)[C@H]1NN=C(C(=O)OC)[C@@H]1c1ccccc1
    12	16	nt	-4	3	7	4	nt
(61) NS(=O)(=O)c1ccc(CNC(=O)/C=C/c2ccc(S(=O)(=O)N3CCOCC3)cc2)cc1
    1	-2	5	4	9	2	nt	7
(62) c1coc(-c2cc3nc(NC4CCCCC4)ccn3n2)c1
    -104	-41	3	-4	-154	nt	0	1
